Source: PubChem
Mtb FBA inh: Mtb fructose-bisphosphate aldolase inhibition. purified M. tuberculosis FBA, fluorescence read-out. inhibition, % at 1 µM. 2.3% of 360,000 active; in the data active = inhibition above about 27%;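 note: 0% = vehicle and 100% = reference inhibitor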
Target sequence (P9WQA3 whole entry, looked up): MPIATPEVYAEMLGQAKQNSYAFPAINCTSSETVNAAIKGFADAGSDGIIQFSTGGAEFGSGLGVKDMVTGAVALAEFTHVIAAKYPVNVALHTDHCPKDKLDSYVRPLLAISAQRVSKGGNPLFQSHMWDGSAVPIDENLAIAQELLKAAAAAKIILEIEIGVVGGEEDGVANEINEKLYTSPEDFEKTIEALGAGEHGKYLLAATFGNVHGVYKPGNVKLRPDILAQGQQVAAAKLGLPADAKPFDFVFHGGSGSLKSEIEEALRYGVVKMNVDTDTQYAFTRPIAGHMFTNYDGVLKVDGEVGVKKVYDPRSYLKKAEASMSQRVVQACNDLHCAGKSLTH
GDH-TPI inh: GDH-TPI coupled enzyme inhibition counter-screen. inhibition, % at 4.8 µM. GDH-TPI coupled enzyme counterscreen, NADH absorbance. AID 588335. 1.2% of 360,000 active; in the data active = inhibition above about 30%;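 note: 0% = DMSO wells and 100% = wells lacking the enzyme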
DUSP3 inh: blocks human VHR1 dual specificity phosphatase; inhibition, % at 13.3 µM; P51452; AID 1654; 0.52% of 290,000 active; recombinant VHR phosphatase, pNPP absorbance; in the data active = inhibition above about 50%; note: some compounds called inactive have numbers as strong as hits
Target sequence (P51452 whole entry, looked up): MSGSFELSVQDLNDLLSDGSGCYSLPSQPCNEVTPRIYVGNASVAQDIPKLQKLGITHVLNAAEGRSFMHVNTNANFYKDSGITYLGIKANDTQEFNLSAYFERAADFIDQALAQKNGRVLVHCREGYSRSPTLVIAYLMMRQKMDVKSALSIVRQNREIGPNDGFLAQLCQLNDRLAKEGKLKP
PriA SSB inh: inhibitors of Klebsiella pneumoniae PriA binding to SSB C-terminal tail | AID 1272365 | inhibition, % at 33 µM | AlphaScreen SSBct-PriA binding, biotinylated peptide | 0.6% of 430,000 active; in the data active = inhibition mostly above about 37%, no sharp cut-off; inactive = mostly below about 20%;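 note: plate controls were negative control peptide for no effect and reference peptide for full effect; strong numbers were not always called active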
SARS 3CLpro inh: SARS-CoV 3CLpro protease inhibition; P0C6X7; recombinant SARS-CoV 3CLpro, quenched FRET peptide cleavage; inhibition, % at 6 µM; 0.14% of 290,000 active; AID 1706; in the data active = inhibition above about 12%
BH1578 lux ind: induces V. cholerae light production without autoinducers. activation, % at 18.7 µM. V. cholerae BH1578 lux reporter, luminescence, 6 h. AID 588436. 0.16% of 350,000 active; in the data active = activation mostly above about 9.7%, no sharp cut-off; note: not every result past the cut was called active; inactives centre near 0; reference of the scale not given here
Rv3671c protease: Rv3671c (M. tuberculosis) protease inhibition | 0.048% of 320,000 active | P9WHR9 | AID 2606 | inhibition, % at 5.96 µM; in the data active = inhibition above about 38%;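 note: extracellular domain of Rv3671c used as enzyme; 0% = enzyme with DMSO and 100% = no enzyme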
Target sequence (P9WHR9 whole entry, looked up, the tested form may be a part): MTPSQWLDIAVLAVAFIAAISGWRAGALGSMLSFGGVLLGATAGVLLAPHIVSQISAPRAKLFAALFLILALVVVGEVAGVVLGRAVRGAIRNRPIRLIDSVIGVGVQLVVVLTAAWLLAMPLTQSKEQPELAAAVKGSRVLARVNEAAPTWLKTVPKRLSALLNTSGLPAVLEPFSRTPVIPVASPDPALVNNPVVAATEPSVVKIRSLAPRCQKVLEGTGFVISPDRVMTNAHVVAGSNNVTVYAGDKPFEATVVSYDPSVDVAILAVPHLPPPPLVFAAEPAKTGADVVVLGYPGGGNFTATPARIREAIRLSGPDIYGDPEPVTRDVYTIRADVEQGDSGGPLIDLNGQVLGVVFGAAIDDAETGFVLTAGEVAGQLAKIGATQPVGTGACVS
UGM FP inh: Mtb UDP-galactopyranose mutase inhibition; 0.06% of 320,000 active; purified UGM, fluorescence polarization probe displacement; inhibition, % at 10 µM; in the data active = inhibition above about 10%, passing the limit was not always enough
BioA inh: BioA (M. tuberculosis) enzyme inhibition | 0.096% of 360,000 active | purified M. tuberculosis BioA enzyme, plate reader | inhibition, % at 9.99 µM | AID 602481; in the data active = inhibition above about 40%
MazEF act: activators of E. coli MazEF toxin-antitoxin RNase; P0AE70; FAM/BHQ RNA-DNA oligo cleavage fluorescence, 5 h; 0.32% of 350,000 active; activation, % at 20 µM; in the data active = activation above about 50%
Target sequence (P0AE70 whole entry, looked up): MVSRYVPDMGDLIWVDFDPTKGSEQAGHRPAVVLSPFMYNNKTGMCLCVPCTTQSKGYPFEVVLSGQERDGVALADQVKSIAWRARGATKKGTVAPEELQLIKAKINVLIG
Numbers without * were called inactive; & = joins results of further samples; ! = not confirmed by another sample.

The opening 2 compounds, to show the layout:
For O=C(O)c1cc(NS(=O)(=O)c2ccc(NCc3ccccc3)c([N+](=O)[O-])c2)cc(C(=O)O)c1 the results were Mtb FBA inh -10, GDH-TPI inh -1, DUSP3 inh 1, PriA SSB inh -4, SARS 3CLpro inh 3, BH1578 lux ind -0.3, Rv3671c protease 6, UGM FP inh 6.4, BioA inh -0.5 and MazEF act -2.
O=C(CC1C(=O)NCCN1Cc1ccccc1C(F)(F)F)NC1CCCC1 (centres undefined) was read as Mtb FBA inh 3, GDH-TPI inh 6, DUSP3 inh 14, PriA SSB inh -6, SARS 3CLpro inh -5, BH1578 lux ind -6.7, Rv3671c protease 0, UGM FP inh 2.6, BioA inh -2.0 and MazEF act 2.

The whole of this part, previewed entries included:
For O=C(O)c1cc(NS(=O)(=O)c2ccc(NCc3ccccc3)c([N+](=O)[O-])c2)cc(C(=O)O)c1 the results were Mtb FBA inh -10, GDH-TPI inh -1, DUSP3 inh 1, PriA SSB inh -4, SARS 3CLpro inh 3, BH1578 lux ind -0.3, Rv3671c protease 6, UGM FP inh 6.4, BioA inh -0.5 and MazEF act -2.
O=C(CC1C(=O)NCCN1Cc1ccccc1C(F)(F)F)NC1CCCC1 (centres undefined) was read as Mtb FBA inh 3, GDH-TPI inh 6, DUSP3 inh 14, PriA SSB inh -6, SARS 3CLpro inh -5, BH1578 lux ind -6.7, Rv3671c protease 0, UGM FP inh 2.6, BioA inh -2.0 and MazEF act 2.
`COc1ccc(OC)c(-c2nc(CN3CCCCC3c3cccnc3)c(C)o2)c1` (centres undefined) gave Mtb FBA inh 3, GDH-TPI inh -6, DUSP3 inh 28, PriA SSB inh -4, SARS 3CLpro inh 1, BH1578 lux ind -0.4, Rv3671c protease 4, UGM FP inh -2.8 and MazEF act 1.
For Cc1cccc(NC(=O)COC(=O)c2ccccc2SCC(=O)N2CCCC2)c1 the results were Mtb FBA inh 0, GDH-TPI inh -1, DUSP3 inh 24, PriA SSB inh -6, SARS 3CLpro inh 2, BH1578 lux ind inactive, Rv3671c protease -10, UGM FP inh -1.5, BioA inh -0.5 and MazEF act 0.
`COc1ccc(NC(=O)c2sc3nc(-c4cccnc4)ccc3c2N)cc1` gave Mtb FBA inh -1, GDH-TPI inh 39*, DUSP3 inh -9, PriA SSB inh -4, SARS 3CLpro inh 1, BH1578 lux ind -1.0, Rv3671c protease 6, UGM FP inh 1.8, BioA inh -2.9 and MazEF act -13.
CCN1C(=O)N/C(=C/c2cc(C)n(Cc3ccccc3)c2C)C1=O was read as Mtb FBA inh 2, GDH-TPI inh 32*, DUSP3 inh 4, PriA SSB inh -4, SARS 3CLpro inh 4, Rv3671c protease -4, UGM FP inh 2.5 and MazEF act -6.
`COc1ccc(C(=O)NC2=NCCS2)cc1` gave Mtb FBA inh 1, GDH-TPI inh -3, DUSP3 inh -1, PriA SSB inh -11, SARS 3CLpro inh 4, BH1578 lux ind -0.5, Rv3671c protease 1, UGM FP inh 2.8 and MazEF act 12.
COc1ccc(Cc2nc3ccc(S(N)(=O)=O)cc3[nH]2)cc1OC was read as DUSP3 inh -7, PriA SSB inh -16, SARS 3CLpro inh 5, Rv3671c protease -3, UGM FP inh -1.7 and MazEF act 5.
For Cc1c(C)c2ccc(OCc3ccc(C(=O)O)o3)c(C)c2oc1=O the results were Mtb FBA inh 131*, GDH-TPI inh 26, DUSP3 inh 1, PriA SSB inh 5, SARS 3CLpro inh 6, BH1578 lux ind -0.3, Rv3671c protease 4, UGM FP inh 3.1, BioA inh 2.6 and MazEF act -6.
Screening OCCCCNCc1cc(Br)ccc1OCc1ccccc1 returned Mtb FBA inh 0, GDH-TPI inh -4, DUSP3 inh 10, PriA SSB inh 0, SARS 3CLpro inh -4, BH1578 lux ind -0.3, Rv3671c protease -13, UGM FP inh -0.5 and MazEF act 9.
`CCCn1c(SCC(=O)N2CCN(c3ccccc3)CC2)nc2ccccc2c1=O` gave Mtb FBA inh 2, GDH-TPI inh 15, DUSP3 inh 2, PriA SSB inh -6, SARS 3CLpro inh 0, BH1578 lux ind -3.0, Rv3671c protease -11, UGM FP inh 1.3, BioA inh 1.4 and MazEF act 3.
`COc1ccccc1NC(=O)COC(=O)c1ccccc1SCC(=O)N1CCCC1` gave Mtb FBA inh 5, GDH-TPI inh 1, PriA SSB inh -2, BH1578 lux ind inactive, Rv3671c protease 9, UGM FP inh 4.2, BioA inh -1.7 and MazEF act -2.
Cc1ccccc1-n1nc(C)c2c(C(=O)NN)cc(-c3ccncc3)nc21 was read as Mtb FBA inh 2, GDH-TPI inh 8, DUSP3 inh 33, PriA SSB inh 2, SARS 3CLpro inh 0, BH1578 lux ind -0.5, Rv3671c protease 2, UGM FP inh 5.2, BioA inh -0.1 and MazEF act 10.
CCOC(=O)N1CCN(Cc2ccccc2F)CC1 was read as Mtb FBA inh 1, GDH-TPI inh -2, DUSP3 inh 18, PriA SSB inh -3, SARS 3CLpro inh -7, BH1578 lux ind -0.2, Rv3671c protease 14, UGM FP inh 1.9 and MazEF act -5.
Screening CCOC(=O)C1(CC2CCCCO2)CCN(C(=O)Nc2ccc(C(=O)OC)cc2)CC1 (centres undefined) returned Mtb FBA inh 2, GDH-TPI inh 18, DUSP3 inh 16, PriA SSB inh -8, SARS 3CLpro inh 2, BH1578 lux ind -8.5, Rv3671c protease -14, UGM FP inh -2.7, BioA inh -0.6 and MazEF act -1.
`Nn1c(Cc2cccc3ccccc23)nnc1SCc1c(Cl)cccc1Cl` gave Mtb FBA inh 3, GDH-TPI inh 4, DUSP3 inh 8, PriA SSB inh -7, SARS 3CLpro inh -1, BH1578 lux ind 3.1, Rv3671c protease -1, UGM FP inh -1.0 and MazEF act -5.
O=C1c2ccc(Oc3cccc([N+](=O)[O-])c3)cc2C(=O)N1c1ccccn1 was read as Mtb FBA inh -1, GDH-TPI inh 1, DUSP3 inh 22, PriA SSB inh -14, SARS 3CLpro inh 6, BH1578 lux ind -0.1, Rv3671c protease -3, UGM FP inh -1.2 and MazEF act -8.
`CN(C)CCCN(C(=O)c1cc2cc([N+](=O)[O-])ccc2s1)c1nc2cc3c(cc2s1)OCCO3` gave Mtb FBA inh 1, GDH-TPI inh 3, PriA SSB inh 46*!, BH1578 lux ind -9.9, Rv3671c protease 3, UGM FP inh 3.5, BioA inh -1.9 and MazEF act -32.
`CC(=O)Nc1ccc(S(=O)(=O)O)c(OC(C)=O)c1` gave Mtb FBA inh 0, GDH-TPI inh -3, PriA SSB inh 3, BH1578 lux ind inactive, BioA inh -2.4 and MazEF act 3.
For Cn1c(SCC(=O)NCC2CCCO2)ncc(C(=O)Nc2ccc(Cl)cc2)c1=O (centres undefined) the results were Mtb FBA inh 0, GDH-TPI inh 7, PriA SSB inh -21&4&-4, BH1578 lux ind -1.2, Rv3671c protease 4, UGM FP inh -1.3, BioA inh -1.2 and MazEF act 0.
Screening COc1cccc(-c2csc(N3CCN(C(=O)Nc4ccc(Cl)cc4)CC3)n2)c1 returned Mtb FBA inh 1, GDH-TPI inh -7, DUSP3 inh 30, PriA SSB inh 4, SARS 3CLpro inh 4, BH1578 lux ind inactive, Rv3671c protease -19, UGM FP inh 0.5 and MazEF act 16.
Cc1cccc(NS(=O)(=O)c2ccc3oc(=O)ccc3c2)c1C was read as Mtb FBA inh -1, GDH-TPI inh -2, DUSP3 inh 2, PriA SSB inh 4, SARS 3CLpro inh 1, BH1578 lux ind inactive, Rv3671c protease -3, UGM FP inh -1.1, BioA inh 1.2 and MazEF act -5.
Cc1cc(C)c(S(=O)(=O)N2CCC(C(N)=O)CC2)cc1C was read as Mtb FBA inh -3, GDH-TPI inh 4, DUSP3 inh 25, PriA SSB inh 6, SARS 3CLpro inh 4, BH1578 lux ind inactive, Rv3671c protease 0, UGM FP inh -3.6, BioA inh 0.2 and MazEF act 8.
CN(C)C(=O)c1cc(C(=O)c2ccc(F)cc2C(F)(F)F)c[nH]1 was read as Mtb FBA inh 8, GDH-TPI inh 3, PriA SSB inh 5, SARS 3CLpro inh 5, BH1578 lux ind inactive, Rv3671c protease 7, UGM FP inh 0.5, BioA inh -0.5 and MazEF act -1.
For CCOc1ccc2nc(NC(=O)CSc3nnnn3C3CCCCC3)sc2c1 the results were Mtb FBA inh -2, GDH-TPI inh 3, DUSP3 inh 7, PriA SSB inh -5, SARS 3CLpro inh -5, BH1578 lux ind 1.5, Rv3671c protease -9, UGM FP inh 0.4, BioA inh -1.5 and MazEF act -18.
CC(=O)Nc1cccc(C(=O)NNC(=O)c2ccc(NS(=O)(=O)c3cccs3)cc2)c1 was read as Mtb FBA inh -2, GDH-TPI inh 11, BH1578 lux ind 0.3, BioA inh -0.5 and MazEF act -8.
Screening CCn1c(COc2ccc3c(c2)OCO3)nnc1SCC(=O)O returned Mtb FBA inh 0, GDH-TPI inh -3, DUSP3 inh -10, PriA SSB inh -6, SARS 3CLpro inh -1, BH1578 lux ind inactive, Rv3671c protease -4, UGM FP inh 1.7, BioA inh 4.9 and MazEF act 13.
For COc1ccc(-n2nc(C(=O)NCC(=O)N3CCC4(CC3)OCCO4)c3ccccc3c2=O)c(OC)c1 the results were Mtb FBA inh 2, GDH-TPI inh 5, DUSP3 inh 56*, PriA SSB inh -6, SARS 3CLpro inh -2, BH1578 lux ind -0.3, Rv3671c protease -4, UGM FP inh -0.7, BioA inh -2.4 and MazEF act 0.
`CCn1cc(CN2CCC(n3nccc3NC(=O)Cc3ccccc3)CC2)c(C)n1` gave Mtb FBA inh 3, GDH-TPI inh 6, DUSP3 inh 30, PriA SSB inh -3, SARS 3CLpro inh 1, BH1578 lux ind -3.6, Rv3671c protease -13, UGM FP inh 1.8, BioA inh -1.2 and MazEF act 2.
O=C(Nc1ccc(Br)cc1)C1CCN(C(=O)c2ccco2)CC1 was read as Mtb FBA inh 0, GDH-TPI inh -2, DUSP3 inh 12, PriA SSB inh -4, SARS 3CLpro inh -2, BH1578 lux ind -0.2, Rv3671c protease -2, UGM FP inh -1.0, BioA inh 8.8 and MazEF act -25.
`COc1cc(C(=O)OCCN2CCCCC2)ccc1O` gave Mtb FBA inh 2, GDH-TPI inh 15, DUSP3 inh 30, PriA SSB inh -14, SARS 3CLpro inh 3, BH1578 lux ind -1.2, Rv3671c protease 3, UGM FP inh -2.4, BioA inh 0.5 and MazEF act -4.
`COc1ccc(C(C(=O)NC(C)(C)C)N(C(=O)Cn2nnc3ccccc32)c2cccc(C(C)=O)c2)cc1O` (centres undefined) gave Mtb FBA inh 0, GDH-TPI inh -1, DUSP3 inh 9, PriA SSB inh -3, SARS 3CLpro inh 1, BH1578 lux ind -0.1, Rv3671c protease -7, UGM FP inh -0.3 and MazEF act -1.
CCOC(=O)c1cc(C#N)c(C)nc1N(CC)CC was read as Mtb FBA inh -1, GDH-TPI inh 16, DUSP3 inh 1, PriA SSB inh -14, SARS 3CLpro inh 6, BH1578 lux ind -0.2, Rv3671c protease 2, UGM FP inh 1.3, BioA inh -0.3 and MazEF act -4.
Screening COc1ccccc1NC(=O)CNC(=O)Cn1cnc2sc(C)c(C)c2c1=O returned Mtb FBA inh 1, GDH-TPI inh -5, DUSP3 inh 27, PriA SSB inh -4, SARS 3CLpro inh 2, BH1578 lux ind -0.2, Rv3671c protease -7, UGM FP inh -0.5, BioA inh -1.5 and MazEF act 3.
`Cc1cc(Cl)cc(C)c1OCCNCc1ccccc1` gave Mtb FBA inh 3, GDH-TPI inh -2, DUSP3 inh 14, PriA SSB inh -2, SARS 3CLpro inh -1, BH1578 lux ind -0.6, Rv3671c protease -1, UGM FP inh 0.1, BioA inh -0.6 and MazEF act 7.
`COc1cc(NC(=O)CN2c3cccc4cccc(c34)S2(=O)=O)cc(OC)c1OC` gave Mtb FBA inh 9, GDH-TPI inh 14, DUSP3 inh 17, PriA SSB inh -6, SARS 3CLpro inh 4, BH1578 lux ind 5.9, Rv3671c protease -1, UGM FP inh -0.2, BioA inh -1.0 and MazEF act 0.
`O=C(/C=C1\NC2(CCCC2)Cc2ccccc21)C(=O)N/N=C/c1ccc(O)c(O)c1` gave Mtb FBA inh 0, GDH-TPI inh 22, DUSP3 inh -4, SARS 3CLpro inh 6, BH1578 lux ind 1.7, Rv3671c protease -10, UGM FP inh -0.1 and MazEF act 13.

An excerpt (hit frequency here may not be typical).
